Screening results (PubChem BioAssay)
PME-1 inh: PME-1 inhibitors via competitive probe labeling, primary screen, biochemical, fluorescence polarization, FP-Rh probe, HTS; Protein phosphatase methylesterase 1 (Homo sapiens), Q9Y570; recombinant PME-1; inhibition, % at 5.9 µM; 0.53% of 320,000 active;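 active = inhibition above the campaign mean of all compounds plus 3 SD, cut at about 26% in these data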;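 also: competitive labeling of PME-1 active site by serine hydrolase directed probe; 0% = PME-1 with DMSO and 100% = wells lacking PME-1 enzyme; inhibitors block probe labeling so polarization falls and inhibition rises; many of its hits are not listed in these tables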
Fam108B inh: mouse Fam108B serine hydrolase inhibitors, primary screen, counter-screen for RBBP9 inhibitor project, biochemical, fluorescence polarization; recombinant Fam108B, FP-Rh probe fluorescence polarization; inhibition, % at 9.51 µM; 0.33% of 300,000 active; AID 1947, 2009;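 active = inhibition above the screen mean inhibition plus 3 SD, computed separately per campaign, cut at about 18% in these data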;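 also: inhibitors lower polarization as less probe binds the enzyme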
PAFAH1B2 inh: PAFAH1B2 enzyme inhibitors, primary screen, biochemical, fluorescence polarization, human. Platelet-activating factor acetylhydrolase IB subunit alpha2 (Homo sapiens), P68402. recombinant PAFAH1B2, FP-rhodamine activity probe. inhibition, % at 3.39 µM. 1.2% of 340,000 active. AID 492953, 2010;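 active = inhibition above the mean of all tested compounds plus 3 SD, cut at about 24% in these data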;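 also: 0% = enzyme with DMSO and 100% = wells lacking PAFAH1B2; many of its hits are not listed in these tables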
PAFAH2 inh: PAFAH2 enzyme inhibitors, primary screen, biochemical, fluorescence polarization, human; recombinant PAFAH2, FP-rhodamine activity probe; 0.99% of 340,000 active; inhibition, % at 3.39 µM; Platelet-activating factor acetylhydrolase 2, cytoplasmic (Homo sapiens), Q99487;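 active = inhibition above the mean over all tested compounds plus 3 SD, cut at about 30% in these data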;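 also: inhibitors block probe labeling of enzyme so polarization drops; 0% = enzyme with DMSO and 100% = wells lacking PAFAH2 protein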
PAD4 FP inh: human PAD4 inhibitors, primary screen, biochemical, fluorescence polarization, 1536-well format | Protein-arginine deiminase type-4 (Homo sapiens), Q9UM07 | recombinant PAD4, RCA probe fluorescence polarization | inhibition, % at 6.36 µM | 0.41% of 330,000 active | AID 485272, 2010;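 active = percent inhibition above a cutoff equal to the mean of all tested compounds plus 3 SD, cut at about 15% in these data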;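 also: 0% = PAD4 with RCA probe and DMSO and 100% = probe without PAD4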
PAFAH1B3 FP inh: PAFAH1B3 enzyme inhibitors, primary screen, biochemical, fluorescence polarization, human; recombinant PAFAH1B3, FP-rhodamine probe; Platelet-activating factor acetylhydrolase IB subunit alpha1 (Homo sapiens), Q15102; 0.28% of 340,000 active; AID 492972, 2010; inhibition, % at 3.39 µM;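 active = inhibition above the screen-wide average of all tested compounds plus 3 SD, cut at about 25% in these data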;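 also: 0% = enzyme with DMSO only and 100% = wells lacking PAFAH1B3 protein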
Target sequence (Q15102 whole entry, looked up): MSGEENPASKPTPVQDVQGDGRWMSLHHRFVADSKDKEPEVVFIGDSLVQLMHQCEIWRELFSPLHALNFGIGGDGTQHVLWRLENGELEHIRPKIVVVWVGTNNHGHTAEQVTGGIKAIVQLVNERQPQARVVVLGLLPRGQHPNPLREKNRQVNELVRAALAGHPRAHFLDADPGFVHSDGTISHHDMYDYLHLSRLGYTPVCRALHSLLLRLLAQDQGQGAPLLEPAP
pPAFAH FP inh: pPAFAH enzyme inhibitors, primary screen, biochemical, fluorescence polarization, human. 1.5% of 330,000 active. recombinant pPAFAH, FP-rhodamine probe fluorescence polarization. inhibition, % at 3.39 µM. AID 463082, 2010;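 active = inhibition above the mean inhibition across the screen plus 3 SD, cut at about 25% in these data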;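 also: inhibitors block binding of the rhodamine activity-based probe so polarization drops; 0% = enzyme with DMSO and 100% = wells lacking pPAFAH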
Target sequence (Q13093 whole entry, looked up): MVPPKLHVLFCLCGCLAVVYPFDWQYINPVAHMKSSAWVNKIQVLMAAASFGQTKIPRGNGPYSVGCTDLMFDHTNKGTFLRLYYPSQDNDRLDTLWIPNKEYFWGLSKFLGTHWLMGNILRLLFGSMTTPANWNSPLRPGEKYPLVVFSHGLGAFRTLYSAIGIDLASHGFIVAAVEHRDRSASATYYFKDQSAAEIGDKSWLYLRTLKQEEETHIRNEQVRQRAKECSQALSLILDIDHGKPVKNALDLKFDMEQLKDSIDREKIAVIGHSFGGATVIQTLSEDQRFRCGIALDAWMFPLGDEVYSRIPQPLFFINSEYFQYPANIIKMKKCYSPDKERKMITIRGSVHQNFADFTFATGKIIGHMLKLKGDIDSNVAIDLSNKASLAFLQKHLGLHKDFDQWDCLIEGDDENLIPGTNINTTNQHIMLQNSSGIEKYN
LYPLA1 inh: LYPLA1 inhibitors, primary screen, counter-screen for PME1 inhibitor project, biochemical, fluorescence polarization, FP-Rh probe ABPP. Acyl-protein thioesterase 1 (Homo sapiens), O75608. AID 2174, 2009. 0.16% of 320,000 active. recombinant LYPLA1. inhibition, % at 5.9 µM;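 active = inhibition above the mean of all tested compounds plus 3 SD, set per campaign, cut at about 14% in these data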;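 also: inhibitors block serine hydrolase probe labeling of LYPLA1 so polarization falls; 0% = enzyme with DMSO and 100% = wells lacking LYPLA1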
GSTO1 inh: inhibitors of recombinant GSTO1, primary screen, counter-screen for RBBP9 inhibitor project, biochemical, fluorescence polarization; Glutathione S-transferase omega-1 (Homo sapiens), P78417; activity-based probe fluorescence polarization; inhibition, % at 5.96 µM; 1.1% of 300,000 active; AID 1974, 2009;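 active = inhibition above the campaign mean inhibition plus 3 SD, cut at about 35% in these data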;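 also: 0% = GSTO1-1 with DMSO and 100% = wells lacking GSTO1-1 enzyme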
Target sequence (P78417 whole entry, looked up): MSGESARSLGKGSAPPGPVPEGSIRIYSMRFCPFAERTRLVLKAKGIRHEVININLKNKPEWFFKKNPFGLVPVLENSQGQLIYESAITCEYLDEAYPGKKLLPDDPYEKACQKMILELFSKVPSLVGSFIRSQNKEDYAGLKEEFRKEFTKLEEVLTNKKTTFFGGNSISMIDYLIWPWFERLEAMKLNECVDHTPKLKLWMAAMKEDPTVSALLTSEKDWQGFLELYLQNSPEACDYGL
An asterisk follows results filed as active; · = no result given. A portion of the library; count on the stated rates, not on these rows.

SMILES,PME-1 inh,Fam108B inh,PAFAH1B2 inh,PAFAH2 inh,PAD4 FP inh,PAFAH1B3 FP inh,pPAFAH FP inh,LYPLA1 inh,GSTO1 inh
COc1ccc(S(=O)(=O)N2CCN(Cc3cccc(F)c3)CC2)cc1,-1,-4,5,5,1,9,2,1,2
CCCCN(C(=O)CSCc1c(C)noc1C)c1c(N)n(CCC)c(=O)[nH]c1=O,-1,1,5,0,-5,4,8,0,3
CCCCC(=O)OCCNC(=O)c1cc2ccccc2oc1=O,1,0,-3,4,2,-1,4,1,4
CC(Sc1nc2cc([N+](=O)[O-])ccc2n1-c1cccc(C(F)(F)F)c1)C(=O)NC(N)=O (stereo not drawn),6,-2,5,-6,-2,5,4,-5,-1
Cc1nn(C(C)CC(=O)O)c(C)c1Br (stereo not drawn),1,-3,-1,-3,0,12,0,1,7
CN(C)S(=O)(=O)c1cc(NC(=O)COC(=O)Cc2ccc(Cl)cc2Cl)ccc1Cl,7,-5,-4,-2,-1,-3,5,-5,1
COc1ccc(NC(=O)CS(=O)(=O)c2cccc(Cl)c2)cc1,-11,-1,9,2,-6,3,-1,-1,7
CCOC(=O)c1[nH]c(C)c(C(=O)N2CCc3ccccc32)c1C,3,4,-3,7,4,6,6,2,7
CCOC(=O)C1=CN(Cc2ccco2)S(=O)(=O)NC1CC (stereo not drawn),·,·,5,-2,0,3,8,·,·
O=c1oc(CCCO)cc2ccc(C#Cc3cccnc3)cc12,·,·,-2,-5,-1,17,-1,·,·
COc1ccc(S(=O)(=O)NCCSCc2ccccc2C)cc1Br,1,-1,1,8,1,6,4,-6,11
CC(NC(=O)c1cn(C)c2ccc(S(=O)(=O)N3CCCC3)cc2c1=O)c1ccccc1 (stereo not drawn),-4,-2,3,5,2,8,3,-1,-10
COc1ccc(-c2nc(-c3ccc4c(c3)OCO4)[nH]c2-c2ccc(OC)cc2)cc1,19,16,-5,2,4,8,18,-4,-5
O=C(NC1CCN(Cc2ccc(Cl)c(Cl)c2)CC1)c1ccccc1,4,-3,0,3,3,4,16,3,1
COc1ccc(Cc2nn3c(Cn4nnc5ccccc54)nnc3s2)cc1,-2,-1,1,4,-4,-1,1,0,6
COc1cc(SC)ccc1C(=O)NCC1CCCO1 (stereo not drawn),2,-2,1,2,-1,2,2,1,-6
CCOC(=O)C1C(=O)CC(C)(O)C(C(=O)OCC)C1c1ccc(N(CC)CC)cc1 (stereo not drawn),-5,3,2,4,4,3,-5,1,4
COc1ccccc1NC(=O)CNC(=O)Cn1c(C)cc2ccccc2c1=O,-5,3,2,-1,-4,-3,3,0,-7
CCCCn1c(N)c(N(CCC(C)C)C(=O)Cc2ccc(S(=O)(=O)N3CCOCC3)s2)c(=O)[nH]c1=O,-1,1,0,-8,4,-5,2,1,-6
CCC(NC(=O)c1oc2ccccc2c1COC)c1ccc(OC)cc1 (stereo not drawn),2,5,11,-4,1,3,1,-7,2
COc1ccc(CC(=O)NCc2ccc(F)cc2)cc1S(=O)(=O)N1CCOCC1,-3,·,2,3,3,8,3,-1,·
CC1(C(=O)NCCN2CCOCC2)C=CCN1C(=O)c1ccccc1 (stereo not drawn),-6,-2,6,-7,-3,7,-2,0,-6
Cc1ccc(N(CCC#N)C(=O)CN2C(=O)NC(Cc3ccccc3)C2=O)cc1 (stereo not drawn),3,1,8,-1,-7,11,-6,0,12
CCOc1ccc(-c2ccc(C=O)o2)c([N+](=O)[O-])c1,1,4,1,-5,-4,6,1,2,2
COc1ccc(C2(CNC(=O)C(=O)Nc3ccc(C)cc3)CCOCC2)cc1,-1,-1,0,1,-3,8,2,-1,-2
O=C(CCSc1nnc(-c2ccco2)o1)Nc1ccc(Cl)cc1,16,-1,-5,-9,0,-5,-6,3,-10
O=C(COC(=O)c1ccc([N+](=O)[O-])o1)Nc1ccc2c(c1)OCO2,·,·,4,7,-18,5,7,·,·
O=S(=O)(Nc1c(F)cccc1F)c1ccc2c(c1)OCCO2,-5,3,3,2,-1,1,-4,0,-5
COc1ccccc1N1CCN(Cc2cc3c(cc2[N+](=O)[O-])OCO3)CC1,-3,-3,5,-3,-1,-8,2,-1,5
CC(C)CNC(=O)c1ccccc1Oc1ccccc1,2,-3,4,7,0,4,2,0,4
CC(C)N(C1=CC(=O)OC12CCCCC2)C(C)C,3,-2,8,0,-6,4,1,0,8
Cc1ccc([N+](=O)[O-])cc1S(=O)(=O)NCc1cccnc1,-1,-3,0,-8,0,-5,-6,-4,6
CCOc1ccc(-c2nnn(CC(=O)NCc3cccs3)n2)cc1,-2,-3,-3,-1,4,3,6,1,-5
Cc1cccc(CSCCNC(=S)Nc2ccccc2)c1,8,0,8,-5,-5,9,7,-1,5
CCN1CCCC1CNC(=O)c1cc(OC)c(OC)c(OC)c1 (stereo not drawn),3,-4,4,0,-2,4,2,2,-7
COc1cc(C(c2sc3ncnn3c2O)N2CCN(c3ccccc3F)CC2)cc(OC)c1OC (stereo not drawn),-1,5,-1,-5,2,-1,0,0,-2
CC(C)NC(=O)N(C)C[C@H]1Oc2ccc(NS(=O)(=O)c3ccccc3)cc2C(=O)N([C@H](C)CO)C[C@H]1C,·,·,1,3,-1,16,10,·,·
Cc1ccc(NC(=O)c2cc(NC(=O)c3ccco3)ccc2N2CCOCC2)cc1,1,2,2,6,-3,-1,8,-1,-2
Cc1ccc(C(C)C)c(OCC(=O)Nn2c(C)nc3ccccc3c2=O)c1,5,0,8,1,3,7,2,0,7
Cc1ccc(S(=O)(=O)CCC(=O)OCC(=O)N(C)CC(=O)Nc2ccc(F)cc2)cc1,1,-3,0,1,6,9,12,2,9
CCOC(=O)N1CCN(C(=O)C(=O)c2cn(CC(=O)N3CCCCCC3)c3ccccc23)CC1,3,-3,3,-8,-4,4,-4,3,-2
Cc1cc(C(F)(F)F)nc(SCc2ccc(C(=O)O)o2)n1,-7,-5,2,-3,-8,-5,-5,-4,8
CCN(CC(=O)NCc1ccccn1)S(=O)(=O)c1ccc(OC)cc1,-3,1,0,-1,3,7,-4,0,0
CSc1nc2ccc(S(=O)(=O)N3CCOCC3)cc2s1,-1,1,3,1,4,6,-2,2,-3
C=CC(=O)N(CCC)C(c1ccccc1)c1ccccc1OC (stereo not drawn),1,1,1,3,1,8,3,2,8
CCOC(=O)c1c(-c2ccccc2)oc2cc(CN(C)C)c(O)c(CN(C)C)c12,-3,5,2,1,-2,11,6,-3,12
C/C(CC(=O)Nc1ccc2c(c1)OCCO2)=N\NC(=O)COc1ccc(C)cc1Br,-6,0,4,5,-6,4,7,-1,7
CN(CCc1ccccn1)C(=O)CC1C(=O)NCCN1Cc1cccc(F)c1 (stereo not drawn),0,2,6,-3,0,1,2,0,1
Cc1ccc2c(c1)C1CN(C)CCC1N2S(=O)(=O)c1cccc(F)c1 (stereo not drawn),-1,·,2,4,-2,7,6,1,·
COC(=O)c1ccccc1NC(=S)N(Cc1ccc2c(c1)OCO2)Cc1cc2cc(OC)ccc2[nH]c1=O,-15,-4,2,13,4,-5,-12,-14,-2

The list continues:
SMILES,PME-1 inh,Fam108B inh,PAFAH1B2 inh,PAFAH2 inh,PAD4 FP inh,PAFAH1B3 FP inh,pPAFAH FP inh,LYPLA1 inh,GSTO1 inh
COc1ccc(-c2ccccc2)cc1NC(=O)c1cccs1,-3,-5,1,-3,3,7,4,-5,-1
COCCNc1ccnc2c(Cl)cccc12,3,-3,1,4,-2,0,2,3,0
Cc1ccc(C(C)C)c(OCCCN2C(=O)NC(C)(C)C2=O)c1,-6,3,0,4,-4,6,1,1,2
c1ccc(-c2nnc(-c3ccco3)o2)cc1,4,0,0,-3,-2,0,-1,-3,-5
Cc1cc(Cl)ccc1C(=O)C1CCCN(C(=O)c2ccoc2)C1 (stereo not drawn),7,3,4,4,-1,11,5,-5,5
Cc1cc(C(=O)Nc2ccccc2N2CCOCC2)ccc1[N+](=O)[O-],7,-1,4,-5,-2,15,4,-4,1
O=C(CCc1nnc(Cc2cccc(C(F)(F)F)c2)o1)NC1CC1,-4,4,5,4,-2,4,6,1,9
COc1ccc(-c2cc(=O)[nH]c3ccccc23)cc1,1,·,7,4,11,3,-3,2,·
O=C(Nc1cc(S(=O)(=O)N2CCOCC2)ccc1N1CCOCC1)c1cn2ccccc2n1,4,1,0,-9,2,6,1,3,3
CCC(C(=O)NCc1ccc(F)cc1)N(Cc1cccs1)C(=O)c1snc(C(N)=O)c1N (stereo not drawn),7,0,3,8,-2,1,-1,-3,5
CCN(CC)S(=O)(=O)c1ccc(N(C)C)c(NC(=O)C2CCCC2)c1,5,1,1,-8,-1,4,0,-2,15
